# MCF10A rerep: A quantitative high throughput screen for small molecules that induce DNA re-replication in MCF 10a normal breast cells. MCF 10A DNA re-replication, Hoechst nuclear intensity, 48 h. Potency, µM (series often up to 46.1 µM), for the others: at the top dose activity, positive = re-replication, most hits filed as activators. actives 2.9% (n = 350,000). AID 624296, 2012; further: % of control where 0% means no effect; nearly all actives have a fitted effect of over 50% in size
# HepG2 tox: qHTS for Inhibitors of TGF-b: Cytotox Counterscreen; HepG2 CAGA-GFP viability, ATP luminescence, 18 h; Potency, µM (series often up to 46.1 µM), for inactives: top-dose activity change, negative = cytotoxicity, most hits filed as cytotoxic; actives 0.76% (n = 410,000); further: some results filed as inactive show a strong effect at the top dose
#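 HepG2 CAGA-GFP cells (1000/well, DMEM with 1% FBS) received compound, then TGF-beta at 500 pg/mL final, and were incubated 18 hours at 37 degrees C. Viability was read by CellTiter-Glo luminescence. Media-only wells were set as complete cell-killing and DMSO as no toxicity.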
# Nrf2 inh: Nrf2 qHTS screen for inhibitors | A549 ARE-Fluc reporter, luciferase luminescence, 18-24 h | Potency, µM (series often up to 46 µM), without a hit: at the top dose activity change, negative = inhibition, most hits filed as inhibitors | actives 2.1% (n = 360,000) | AID 504444, 2011; further: on the % scale 0 is the no-effect control and ±100 the full control effect; nearly all actives have a fitted effect of over 60% in size
#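 Nrf2 activity is the BugLite luminescence, read 15 min after reagent at room temperature, following CellTiter-Fluor cytotoxicity readout (30 min, 37C). Compound titrations were applied for 18-24 h to 5000 A549 ARE_Fluc cells/well in 5% FBS OPTI-MEM.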
# A549 tox: Nrf2 qHTS screen for inhibitors: counterscreen for cytotoxicity. Potency, µM (series often up to 46 µM), for the others: at the top dose activity change, negative = cytotoxicity, most hits filed as inhibitors. A549 ARE-Fluc cells, CellTiter-Fluor viability, 18-24 h. actives 0.16% (n = 390,000); further: on the % scale 0 is the no-effect control and ±100 the full control effect
#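 A549 ARE_Fluc cells in 5% FBS OPTI-MEM were exposed to compounds in concentration-response for 18-24 h at 37 deg C. Viability was read by CellTiter-Fluor fluorescence (Ex 405/Em 525) after 30 min, before the luciferase read.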
# EPAC2 antag: qHTS for Antagonist of cAMP-regulated guanine nucleotide exchange factor 2 (EPAC2): primary screen; actives 0.18% (n = 360,000); Potency, µM (highest dose often 114 µM), for the others: at the top dose activity, negative = inhibition, most hits filed as inhibitors; EPAC2 GEF exchange of Rap1B-BODIPY-GDP, fluorescence; Rap guanine nucleotide exchange factor 4 (Homo sapiens), Q8WZA2; further: on the % scale 0 is the no-effect control and ±100 the full control effect; nearly all actives have a fitted effect of over 45% in size; many of its hits are not listed in these tables
# Target sequence (Q8WZA2 whole entry, looked up): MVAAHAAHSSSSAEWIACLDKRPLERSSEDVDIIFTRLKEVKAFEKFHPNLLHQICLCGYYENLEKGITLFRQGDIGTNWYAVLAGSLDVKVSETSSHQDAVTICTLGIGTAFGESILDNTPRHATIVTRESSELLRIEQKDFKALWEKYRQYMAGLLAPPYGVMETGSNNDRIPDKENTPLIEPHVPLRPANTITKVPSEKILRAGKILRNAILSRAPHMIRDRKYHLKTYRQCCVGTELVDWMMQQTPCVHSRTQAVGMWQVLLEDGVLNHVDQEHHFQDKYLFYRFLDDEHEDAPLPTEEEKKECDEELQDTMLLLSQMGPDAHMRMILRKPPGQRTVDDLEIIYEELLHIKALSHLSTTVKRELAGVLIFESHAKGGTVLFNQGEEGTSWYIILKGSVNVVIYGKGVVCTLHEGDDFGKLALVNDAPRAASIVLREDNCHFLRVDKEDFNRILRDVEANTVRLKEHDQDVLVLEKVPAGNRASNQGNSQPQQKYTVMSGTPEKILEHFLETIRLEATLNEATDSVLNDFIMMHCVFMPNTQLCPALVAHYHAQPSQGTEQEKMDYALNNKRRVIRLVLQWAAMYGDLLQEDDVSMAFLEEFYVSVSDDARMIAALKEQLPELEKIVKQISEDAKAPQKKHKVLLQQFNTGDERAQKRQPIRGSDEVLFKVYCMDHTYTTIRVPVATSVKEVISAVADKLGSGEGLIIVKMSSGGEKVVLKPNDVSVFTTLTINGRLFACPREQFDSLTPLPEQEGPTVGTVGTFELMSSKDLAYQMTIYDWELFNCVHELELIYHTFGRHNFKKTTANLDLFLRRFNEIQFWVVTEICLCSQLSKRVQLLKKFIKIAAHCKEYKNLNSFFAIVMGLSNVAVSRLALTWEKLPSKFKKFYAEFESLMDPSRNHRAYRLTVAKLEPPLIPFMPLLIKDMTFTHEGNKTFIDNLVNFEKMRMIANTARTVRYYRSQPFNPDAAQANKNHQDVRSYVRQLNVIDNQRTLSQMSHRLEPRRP
# TGFb SMAD3 inh: qHTS for Inhibitors of TGF-b; AID 588855, 2011; actives 1.2% (n = 410,000); Potency, µM (highest dose often 46.1 µM), inactives show at the highest dose activity, negative = inhibition, hits mostly inhibitors; HepG2 CAGA-GFP TGF-b/SMAD3 reporter, GFP fluorescence, 18 h; TGF-beta stimulated, 500 pg/mL final; further: on the % scale 0 is the no-effect control and ±100 the full control effect; nearly all actives have a fitted effect of over 65% in size
#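 Using HEPG2 CAGA-GFP reporter cells at 1000 cells/well, we pinned test compounds, stimulated with recombinant TGF-beta (500 pg/mL final) and measured total well GFP after 18 h.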
# Nrf2 ARE act: qHTS of Nrf2 Activators | AREc32 ARE-luciferase reporter (MCF7-derived line), luminescence, 24 h | Potency, µM (series often up to 46.1 µM), for inactives: at the highest dose activation, hits mostly activators | actives 0.31% (n = 410,000) | AID 624171, 2012; further: % of control where 0% means no effect; nearly all actives have a fitted effect of over 65% in size
#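 AREc32_Fluc, 1000 cells/well, OPTI-MEM + 5% FBS, o/n 37 deg C 5% CO2; 23 nL cpd by pin tool, 24 hr; Steady-Glo 30 min RT, luminescence.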
# ATXN viability: Viability Counterscreen for Primary qHTS for Inhibitors of ATXN expression | S2 cells (HEK-293 line with an ATXN2-luciferase reporter) viability, CellTiter-Fluor protease fluorescence, 24 h | Potency, µM (highest dose often 56.7 µM), hits mostly cytotoxic | actives 0.49% (n = 400,000); further: nearly all actives have a fitted effect of over 40% in size
# ATXN2 expr inh: Primary qHTS for Inhibitors of ATXN expression. HEK-293 ATXN2-luciferase reporter, luminescence, 24 h. Potency, µM (titrated, usually from 57 µM), for inactives: top-dose activity change, negative = inhibition, actives largely listed as inhibitors. actives 0.72% (n = 360,000). AID 1745845, 2022; further: on the % scale 0 is the no-effect control and ±100 the full control effect; nearly all actives have a fitted effect of over 55% in size
#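 ATXN2-luciferase reporter cells (luciferase flanked by upstream and downstream ATXN2 gene portions) were treated 24 h at 37 °C with compounds at up to 57 uM. SteadyGlo luminescence gave expression; GF-AFC fluorescence gave viability.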
# Active calls of the source: *; i = inactive; ? = inconclusive; . = no result given; [ ] = another dose, or the depositor's remark. The call rests on the fitted dose curve; in most records, active means well fitted curve in the direction sought with a large enough effect; inconclusive means small, poorly fitted or top-dose-only effect, or another doubt; inactive means no such curve, though single readings can be large; an effect the other way counts as inactive or inconclusive. Potency means the concentration at half of the fitted maximal effect. Some of the compounds tested. The share of hits here may be higher or lower than overall.
SMILES,MCF10A rerep,HepG2 tox,Nrf2 inh,A549 tox,EPAC2 antag,TGFb SMAD3 inh,Nrf2 ARE act,ATXN viability,ATXN2 expr inh
COc1cc(CCC(=O)OCc2nnc(-c3ccccc3)o2)cc(OC)c1OC,-5%,-3%,8%,-7%,9%,-10%,-0.4%,i,19%
COCCN(C(=O)CSc1nn(-c2ccc(F)cc2)c(=S)s1)c1c(N)n(CC(C)C)c(=O)[nH]c1=O,5%,2%,?,-3%,-12%,11%,4.3%,i,-13%
CC(C)(C)C(=O)Nc1ccccc1-c1nc2ccccc2[nH]c1=O,-2%,7%,-17%,0%,2%,1%,0.3%,i,-1%
COc1ccc(/C=C2\Oc3cc(OCC(=O)N4CCC(C(=O)O)CC4)ccc3C2=O)c(OC)c1,-7%,4%,18%,-7%,-6%,10%,3.1%,.,7%
CC1CCN(C(=O)Cn2cc(SCC(=O)NCc3ccccc3Cl)c3ccccc32)CC1,.,-11%,-31%,-22%,.,0%,0.0%,.,.
Fc1ccc(/C=N/n2c(COc3ccccc3)n[nH]c2=S)cc1,-8%,-19%,-18%,0%,-14%,-1%,-0.2%,i,-3%
O=C(Cc1ccc(Cl)cc1Cl)OCC(=O)N1CCCCC1,2%,-5%,11%,0%,-11%,?,0.6%,i,-6%
COC(=O)C1NN=C(C(=O)c2ccc(Cl)cc2)C1c1ccc(OC)cc1 (stereo not drawn),-25%,-1%,-13%,0%,-28%,-23%,0.1%,i,-7%
COc1ccc(/C=C\C(=O)NC2CC(=O)N(c3ccc(F)cc3)C2)cc1OC (stereo not drawn),.,-27%,.,3%,.,0%,5.4%,.,.
CCN(CC(=O)NCc1ccc(Cl)cc1)C(=O)c1c(C)noc1C,-1%,1%,?,-8%,1%,1%,-0.2%,i,7%
CCOc1ccc(-c2nn3c(-c4ccccc4)nnc3s2)cc1,8%,-9%,-25%,9%,-1%,?,-0.1%,i,12%
S=C(NCC1CCCO1)n1nnc2ccccc21 (stereo not drawn),4%,-3%,.,-3%,4%,14%,-0.3%,i,2%

# Overlap with the part before: three compounds, followed by the next part.
SMILES,MCF10A rerep,HepG2 tox,Nrf2 inh,A549 tox,EPAC2 antag,TGFb SMAD3 inh,Nrf2 ARE act,ATXN viability,ATXN2 expr inh
CCN(CC(=O)NCc1ccc(Cl)cc1)C(=O)c1c(C)noc1C,-1%,1%,?,-8%,1%,1%,-0.2%,i,7%
CCOc1ccc(-c2nn3c(-c4ccccc4)nnc3s2)cc1,8%,-9%,-25%,9%,-1%,?,-0.1%,i,12%
S=C(NCC1CCCO1)n1nnc2ccccc21 (stereo not drawn),4%,-3%,.,-3%,4%,14%,-0.3%,i,2%
Cc1sc(NC(=O)c2ccco2)nc1-c1ccc2c(c1)CC(C)N2C(=O)C1CC1 (stereo not drawn),5µM*,-44%,.,?,-7%,?,0.1%,.,?
O=C(NC1CCCCCC1)C1CCCN1S(=O)(=O)c1cccc2cccnc12 (stereo not drawn),18%,26%,4%,3%,0%,-12%,4.2%,i,-5%
Cc1cc(C)nc(N/N=C/c2c(C)oc3ccccc23)n1,1%,6%,-19%,-11%,10%,20%,-0.1%,i,-1%
Nc1cc(=O)[nH]c(SCc2csc(-c3ccccc3)n2)n1,?,2%,-7%,-1%,9%,-15%,4.1%,i,13%
CC(=O)C1=CCC(c2ccc(Cl)c(Cl)c2)N(S(=O)(=O)c2ccc(C)cc2)C1 (stereo not drawn),.,-24%,.,.,5%,?,22%,?,?
Cc1ccc(Cl)cc1NC(=O)C1CCC(CNS(=O)(=O)c2cccc3nsnc23)CC1 (stereo not drawn),.,4%,-5%,-3%,.,-6%,-0.5%,i,-6%
Cc1cc(C)c(-n2[nH]nnc2=S)c(C)c1,0%,-7%,-6%,?,-5%,-1%,0.1%,i,.
O=C(NCC(=O)N1CCCCCC1)c1ccc(Cl)cc1,1%,9%,?,0%,-2%,5%,0.4%,i,52%[activator]
COc1ccccc1NC(=O)C1CCN(S(=O)(=O)c2cccc3nonc23)CC1,1%,-4%,-16%,0%,5%,-9%,0.4%,i,3%
CCCC(=O)Nc1ccc2c(c1)nc(CN1CCN(C(=O)OCC)CC1)n2C,8%,-8%,-14%,3%,-2%,0%,0.0%,i,17%
COc1cccc(C=NNC(=S)NN=Cc2cccc(OC)c2OC)c1OC,18µM*,2%,4%,0%,3%,-4%,17%,i,1%
Cc1ccc(C)c(N(C)S(=O)(=O)c2ccc3[nH]cc(C(=O)NC4CCCC4)c(=O)c3c2)c1,.,-109%,.,?,.,?,-2.6%,.,?
Cc1onc(-c2ccccc2)c1C(=O)N(Cc1ccccn1)Cc1ccccn1,0%,-9%,-18%,-17%,1%,10%,-0.3%,i,-7%
CCOC(=O)c1sc(NS(=O)(=O)c2ccc(F)cc2)nc1C,-11%,4%,?,-15%,1%,-2%,1.9%,i,-25%[11.3 µM]
Cc1cccc(-n2c(C)nc3cc(C(=O)NC4CCCCCC4)ccc32)c1,.,-24%,.,3%,.,12%,-0.1%,i,12%
CCc1nnc(NC(=O)c2cc(C)oc2C)s1,-1%,6%,?,-1%,4%,4%,-0.7%,i,3%
C[C@H](NS(=O)(=O)c1c(Cl)cccc1Cl)C(=O)NNC(=O)COc1ccccc1F,-5%,9%,-9%,0%,4%,0%,0.3%,i,2%
COc1cccc(/C=N/NC(=O)c2ccc(-n3cnnn3)cc2)c1,11%,-1%,1%,-2%,-9%,0%,0.0%,i,30%[activator]
C/C(=N\O)C(C)(C)NC(=O)Nc1ccc(Cl)cc1,-1%,-4%,-1%,-12%,5%,0%,-0.8%,i,12%
COC(=O)C1=C(CSc2nc3c(cc2C#N)CN(C)CC3)OC(N)=C(C#N)C1c1ccccc1F (stereo not drawn),?,-39%,1%,-7%,-3%,37%[activator],0.6%,i,5%
Cc1nn(C)c(C)c1S(=O)(=O)N1CCCC(C(=O)N2CCN(c3ccc(Cl)cc3)CC2)C1 (stereo not drawn),0%,-13%,?,-7%,3%,0%,2.7%,i,-31%
CC(=O)N(CCCN(C)C)c1nc2ccc(C)cc2s1,4%,-8%,11%,15%,1%,11%,-0.3%,i,?
CCOc1cc(C(c2c(O)nc(SC)[nH]c2=O)c2c(O)nc(SC)[nH]c2=O)ccc1O,-1%,-150%,10%,1%,13%,0%,0.3%,i,-2%
CCc1nnc(NS(=O)(=O)c2ccc(NS(=O)(=O)c3ccccc3)cc2)s1,-1%,9%,-14%,10%[1.84 µM],12%,11%,0.0%,i,-13%
COC(=O)c1ccc(Cn2c(SCc3ccccc3F)nc3ccncc32)cc1,.,-3%,?,10%,.,-27%,2.5%,.,.
Nn1c(SCC(=O)Nc2ccc(F)cc2F)nnc1C1CCCCC1,0%,-10%,7%,.,1%,8%,0.7%,i,36%
CCOCCn1cnc2sc(C(=O)NCC(=O)OCC)c(C)c2c1=O,0%,15%,.,11%,19%,17%,0.5%,i,26%
CCC(=O)N1CCc2cc(Br)cc(S(=O)(=O)NCCc3ccccc3)c21,.,4%,1%[9.27 µM],2%,.,?,0.1%,?,-17%
O=C(O)Cn1nc(C(F)(F)F)c2c1CCC2,1%,12%,-18%,0%,-2%,5%,-0.4%,i,1%
NC1=C(O)C(=O)C(c2ccccc2)O1 (stereo not drawn),-3%,-1%,5%,-1%,-5%,-1%,-0.6%,i,3%
O=C(CN1C(=O)NC2(CCCC2)C1=O)OCCOc1ccc(Cl)cc1,2%,-14%,-10%,1%,2%,-5%,-0.8%,i,-8%
CCC(=O)Oc1ccc2c(c1)O/C(=C\c1ccco1)C2=O,-4%,-6%,-1%,-17%,?,24%,7.9µM*,.,14%
O=C(NCc1ccccc1)N1CCCC1,-6%,-4%,?,5%,2%,-6%,-0.1%,i,.
CCOc1ccc(-c2cnc(SCC(N)=O)nc2N)cc1,?,-1%,.,2%,-4%,19%,0.2%,i,3%
CCO/N=C(\C)c1c(O)c2ccccc2n(C)c1=O,-1%,9%,?,-3%,2%,9%,-1.3%,i,-7%
Cc1ccccc1C(=O)NNC(=O)c1cccc(Br)c1,-1%,1%,-5%,0%,1%,-4%,3.4%,i,.
COc1cccc(C(O)c2nc(-c3ccc(Cl)cc3)cs2)c1 (stereo not drawn),.,-41%,.,.,-9%,-22%,1.2%,i,4%
Cc1ccn2c(C(=O)CSc3ccccc3Cl)c(C)nc2c1,?,3%,.,5%,10%,-6%,-0.5%,i,26%
CC1(C(=O)NS(=O)(=O)Cc2ccccc2C(F)(F)F)CCN1C(=O)Cc1ccsc1 (stereo not drawn),.,8%,.,.,-3%,-3%,0.4%,i,1%
CC1CCCCN1S(=O)(=O)c1ccc(F)c(C(=O)Nc2ccccc2C(F)(F)F)c1 (stereo not drawn),.,-15%,.,14%,.,5%,6.3%,i,6%
Cc1nc(SCC(=O)N2CCN(c3ccccc3)CC2)[nH]c(=O)c1C,.,6%,-2%,1%,.,.,-1.1%,.,.
CN(Cc1ccccc1)c1nc2c(c(=O)n(C)c(=O)n2C)n1CCSc1ncccn1,12%,3%,6%,7%,-14%,-5%,0.0%,i,-6%
CCC1Oc2ccccc2N(CC(=O)NCCN2CCc3ccccc3C2)C1=O (stereo not drawn),-5%,-32%,-1%,7%,-2%,-24%,0.1%,i,-8%
CC(=O)c1nc(N2C(=O)CC(Cc3ccccc3)C2=O)sc1C (stereo not drawn),19%,-8%,1%,2%,18%,6%,2.5%,i,2%
C/C=C(\C)C(=O)N1CCC(C(=O)c2ccccc2)CC1,2%,-1%,-14%,-3%,5%,0%,-0.3%,i,7%

# Laid out differently: results already given
canonical_smiles | MCF10A rerep | HepG2 tox | Nrf2 inh | A549 tox | EPAC2 antag | TGFb SMAD3 inh | Nrf2 ARE act | ATXN viability | ATXN2 expr inh
CCOc1ccc(-c2cnc(SCC(N)=O)nc2N)cc1 | ? | -1% | . | 2% | -4% | 19% | 0.2% | i | 3%
CCO/N=C(\C)c1c(O)c2ccccc2n(C)c1=O | -1% | 9% | ? | -3% | 2% | 9% | -1.3% | i | -7%

# Screening results (PubChem BioAssay)
